PhoP GFP inhibition – PhoP regulon inhibitors, Salmonella typhi PhoP promoter GFP reporter, confirmatory (AID 1850) | Salmonella Typhi PhoP-promoter GFP reporter, fluorescence, 4 h; higher % means a stronger effect | inhibition, % at 50 µM, or IC50 in µM where a hit was titrated | 0.33% of 310,000 active; in the data active = a potency from the dose series; inconclusive = inhibition mostly from about 25% at the one dose, without a potency; inactive = the rest, 99 in 100 with inhibition below about 19%;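 also: 0% = induced wells with vehicle and 100% = uninduced wells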
H1N1 NS1A inhibition – NS1A inhibition, H1N1 influenza, cell based functional assay (AID 504329); NS1A functional cell-based assay, percent inhibition; higher % means a stronger effect; inhibition, % at 12.5 µM, or IC50 in µM where a hit was titrated; 0.3% of 340,000 active; in the data active = a potency from the dose series; inconclusive = inhibition above about 27% without an active follow-up result; also: strong numbers were not always called active
M. tuberculosis – growth inhibition of non-replicating M. tuberculosis (AID 488890); Mycobacterium tuberculosis non-replicating, growth inhibition; higher % means a stronger effect; inhibition, % at 25 µM, or IC50 in µM where a hit was titrated; 0.39% of 320,000 active; in the data active = a potency from the dose series; inconclusive = inhibition mostly from about 82% at the one dose, without a potency; inactive = the rest, 99 in 100 with inhibition below about 76%;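 also: plate controls were DMSO cells for no effect and high antibiotic wells for full effect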
H37Rv inhibition – M. tuberculosis growth inhibition, HTS (AID 449762). 0.59% of 330,000 active. M. tuberculosis H37Rv growth inhibition, 7H9 media; higher % means a stronger effect. inhibition, % at 25 µM, or IC50 in µM where a hit was titrated; in the data active = a potency from the dose series; inconclusive = inhibition above about 70% without an active follow-up result;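 also: bacterial growth assessed after seven days of incubation; strong numbers were not always called active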
inhibitors of VEEV – inhibitors of VEEV TC-83 cytopathic effect, confirmation, Vero cells (AID 588727). Vero cells, VEEV TC-83 cytopathic effect inhibition; higher % means a stronger effect. 0.13% of 350,000 active. inhibition, % at 20 µM; hits with a dose series show IC50 in µM; in the data active = a potency from the dose series; inconclusive = inhibition mostly from about 14% at the one dose, without a potency; inactive = the rest, 99 in 100 with inhibition below about 12%; also: strong numbers were not always called active
inhibitors of VEEV 10K pilot screen – second read-out of inhibitors of VEEV, no call of its own (marks repeat the call); inhibition, %; measured here: 10K pilot screen inhibition
The depositor's hits bear a star; i = inactive; ? = inconclusive; nt = not tested or not shown.

SMILES | PhoP GFP inhibition | H1N1 NS1A inhibition | M. tuberculosis | H37Rv inhibition | inhibitors of VEEV | others
CC(C)(C)c1cc(C(=O)N/N=C/c2ccc([N+](=O)[O-])s2)n[nH]1 | 0% | -9% | 5.5µM* | ? | 3.7%
O=C(NCc1ccc(F)cc1)C1CCCN(S(=O)(=O)c2ccc(-n3cnnn3)cc2)C1 (stereo not given) | 3% | 1% | -9% | 3% | 3.5%
O=C1CC(c2ccccc2)NN1 (stereo not given) | nt | 4% | 3% | ? | 0.6%
O=C(CSc1ccccc1)Nc1nnc(/C=C/c2ccccc2)s1 | -25% | 33% | -1% | -1% | 1.1%
CCN(CC(=O)NC(=O)NCc1ccco1)Cc1nc2ccccc2c(=O)[nH]1 | -2% | 0% | nt | -5% | 0.5%
CCC(=O)c1ccc(OCC(=O)NCCC2=CCCCC2)c(OC)c1 | -16% | -3% | 74% | 58% | 3.2%
O=C(CS(=O)(=O)c1ccccc1)NC1CCCCC1 | 2% | -2% | 12% | -1% | 1.4%
Cc1nn(CC(=O)Nc2cccc(S(N)(=O)=O)c2)c(C)c1[N+](=O)[O-] | -13% | 3% | -10% | -7% | 2.5%
O=C(N/N=C/c1ccccc1)c1cc(-c2ccc3c(c2)OCO3)n[nH]1 | 1% | -1% | 25% | 9% | 1.7%
Cc1cc(C)c2c(N)c(C(=O)Nc3c(C)n(C)n(-c4ccccc4)c3=O)sc2n1 | -9% | 4% | -6% | 1% | 4.7%
COc1cc(NS(=O)(=O)N2CCCC2)cc(OC)c1OC | 14% | -1% | 11% | -8% | 2.5%
OC(CN1CCOCC1)Cn1cnc2ccccc21 (stereo not given) | 1% | 20% | -6% | -2% | i
Cc1c(OC(C)C(=O)NCc2ccncc2)ccc2c3c(c(=O)oc12)CCC3 (stereo not given) | 11% | -3% | -11% | 66% | 1.4%
CNC(=O)c1c(NC(=O)CS(=O)(=O)c2ccc(Cl)cc2)sc(C)c1C | 10% | -18% | -7% | 2% | 3.6%
CS(=O)(=O)N(Cc1ccccc1)c1ccc(C(=O)N2CCOCC2)cc1 | -6% | -1% | 2% | 2% | 0.7%
CCCCN(CC)C(=O)c1ccc2c(c1)OCO2 | -8% | -3% | 23% | 7% | 0.6%
Cn1c(=NCC(O)COc2ccccc2)sc2ccccc21 (stereo not given) | 15% | 7% | 34% | 8% | 0.2%
CC1(C)Cc2c(cnn2-c2ccccc2)C(=O)/C1=N\NC(=O)c1ccccc1 | -6% | 14% | 6% | 6% | 0.7%
COc1ccc(/C=N\NC(=O)/C(=C\Nc2nccc(C)n2)NC(=O)c2ccccc2)cc1 | 1% | -16% | -16% | -8% | 6.0%
Cc1ccc(/C=N/N2C(=O)C3C(C2=O)C2C=CC3C23CC3)o1 (stereo not given) | -2% | 2% | -12% | -5% | 0.1%
COc1ccc(/C=N\NC(=O)COc2ccc(C(C)(C)C)cc2)cc1Cn1nc(C)cc1C | -4% | -7% | 6% | 7% | 1.4%
CCOc1ccc(S(=O)(=O)Nc2cc(S(=O)(=O)N(CC)CC)ccc2N2CCCC2)cc1 | -5% | 5% | 2% | 9% | 3.4%
CN(C)CCN(C(=O)C1=COCCO1)c1nc2ccc(F)cc2s1 | -4% | -7% | -8% | -13% | i
CCOc1ccc(NC(=O)Cc2nnc(SCC(=O)N3CCOCC3)n2C)cc1 | -14% | -8% | 5% | -3% | i
COc1cc(/C=C2/SC(=S)N(Cc3ccccc3)C2=O)cc(Cl)c1O | 3% | 20% | 16% | 0% | i
Cc1cc(Br)c(Oc2cc(NN3CCCCC3)c([N+](=O)[O-])cc2[N+](=O)[O-])c(Br)c1 | nt | 3% | nt | nt | 0.7% | inhibitors of VEEV 10K pilot screen=0.0
CCOc1ccc(CCNC(=O)CN2C(=O)c3cccnc3Oc3ccc(Cl)cc32)cc1 | -9% | 5% | 18% | 6% | 9.4%
Cc1ccc(N2C(=O)CC(NNC(=O)Cc3ccc(F)cc3)C2=O)cc1Cl (stereo not given) | -5% | -2% | 5% | 12% | 0.2%
Cc1ccc(-n2c(-c3nn(C)cc3Cl)n[nH]c2=S)cc1 | 3% | -1% | -1% | -6% | 1.0%
Cc1ccc(C(=O)N/C(=C\c2ccc(Cl)cc2)C(=O)NCCN2CCOCC2)cc1 | -6% | -4% | -13% | -8% | i
O=C(CSCCO)Nc1ccc(C2CCCCC2)cc1 | -18% | -11% | 0% | -16% | i
Cc1ccc(NC(=O)CNCc2ccccc2)cc1Br | 53µM* | -7% | 34% | ? | i
CC1Oc2ccccc2N(CC(=O)NCC2CCCO2)C1=O (stereo not given) | 6% | -7% | -13% | -5% | 1.1%
CCc1ccc(C2CC(=O)N3CN(c4ccccc4)CSC3=C2C#N)cc1 (stereo not given) | 4% | -1% | 30% | -2% | 3.6%
Nc1c2c(nc3cccc(Cl)c13)N(c1ccccc1)CC2 | -8% | 19% | -21% | -13% | i
CCOC(=O)c1nn(-c2ccccc2F)c2nc(-c3ccco3)c(C#N)c(=O)n12 | -6% | -7% | 30% | -4% | i

3 compounds from above, sorted by molecular weight, largest number first:
SMILES | PhoP GFP inhibition | H1N1 NS1A inhibition | M. tuberculosis | H37Rv inhibition | inhibitors of VEEV | others
CCOc1ccc(S(=O)(=O)Nc2cc(S(=O)(=O)N(CC)CC)ccc2N2CCCC2)cc1 | -5% | 5% | 2% | 9% | 3.4%
O=C(NCc1ccc(F)cc1)C1CCCN(S(=O)(=O)c2ccc(-n3cnnn3)cc2)C1 (stereo not given) | 3% | 1% | -9% | 3% | 3.5%
CS(=O)(=O)N(Cc1ccccc1)c1ccc(C(=O)N2CCOCC2)cc1 | -6% | -1% | 2% | 2% | 0.7%

Additional records follow:
SMILES | PhoP GFP inhibition | H1N1 NS1A inhibition | M. tuberculosis | H37Rv inhibition | inhibitors of VEEV | others
CCC(CC)NC(=O)Cc1ccccc1[N+](=O)[O-] | -4% | -5% | 0% | -9% | 1.8%
c1cc2c(cc1CCNC1C3CC4CC(C3)CC1C4)OCO2 (stereo not given) | 14% | -1% | -8% | -8% | i
CCCCCCN=C(C)c1ccccc1O | 6% | 1% | 5% | 0% | 1.6%
O=C(CCC1CCCN(C(=O)c2cncs2)C1)NCc1ccc(F)c(F)c1 (stereo not given) | 3% | -5% | 13% | -4% | i
COc1ccc(-n2c(Cc3cccn3C)nnc2SCC(=O)NCc2ccc(F)cc2)cc1 | 4% | -7% | 5% | -7% | 1.4%
Cc1ccc(NC(=O)c2ccccc2)cc1OC(=O)c1ccccc1 | 7% | -14% | 11% | 4% | 0.0%
CCN(CC)c1ccc(N2C(=O)/C(=C/c3cccnc3)SC2=S)cc1 | -3% | 9% | 4% | 1% | 9.3%
Cc1ccc2nc3c(c(N)c2c1)CCN3c1ccccc1 | -2% | 16% | i | -1% | 1.7%
COc1nc(NC(C)C)nc(NC(C)C)n1 | 3% | -23% | 3% | 4% | 3.0%
C[C@@]12CCC3[C@@](CCC4[C@@]3(C)CCC[C@@]4(C)C(=O)NCc3ccccc3)(CC1=O)C2 (stereo not given in full) | nt | -4% | 14% | 6% | 3.8%
FC(F)(F)c1nnc2ccc(NCn3nnc4ccccc43)nn12 | -1% | 4% | 2% | -3% | 1.8%
c1ccc(CSc2ncn[nH]2)nc1 | 7% | -1% | -12% | -8% | 0.9%
CC(=O)N1CCN(C(=O)c2cccc(S(=O)(=O)N3CCN(c4ccccc4)CC3)c2)CC1 | nt | -3% | -5% | 4% | 0.8%
CCOc1ccccc1NC(=O)c1cccc2c1C(=O)N(C1CCCCC1)C2 | 3% | 6% | -7% | 1% | 2.3%
NC(=O)c1ccc(NC(=O)COC(=O)c2ccc(Br)o2)cc1 | nt | -7% | 1% | -5% | 1.8%
CC(C)N(C(=NCc1ccccc1)NC(=O)c1ccccc1)C(C)C | -8% | -20% | 7% | 1% | 0.3%
CC1=CC(=O)C(C(C)C)=CC1=NC(=O)c1ccc(C)cc1 | -19% | 1% | 55% | 3% | 2.1%
O=C(CN1C(=O)NC2(CCc3ccccc32)C1=O)c1ccc(Cl)cc1 (stereo not given) | 4% | -13% | -3% | 2% | 3.5%
O=C(Oc1ccc(-c2nccc(-c3ccccn3)n2)cc1)c1cccc(C(F)(F)F)c1 | 6% | 0% | 64% | 43% | 6.6%
CC(O)[C@H]1CNC(=O)C(=O)N1CCc1cccc(F)c1 (stereo not given in full) | -15% | -3% | -4% | -6% | 0.1%
CC1CN1P1(=O)OCC(C)([N+](=O)[O-])CO1 (stereo not given) | nt | 0% | nt | nt | 0.7%
Cn1c(Cc2ccccc2)nnc1SCC(=O)Nc1ccc2c(c1)OCO2 | -5% | -2% | 7% | -8% | 3.9%
NC(=O)CC(NC(=O)Cc1cccc2ccccc12)c1ccc(N2CCC(Br)CC2)c([N+](=O)[O-])c1 (stereo not given) | 1% | 14% | -6% | 7% | 0.2%
O=C(O)CC(C(=O)Nc1cccc(C(F)(F)F)c1)C1CCCO1 (stereo not given) | 1% | -5% | -10% | -7% | 2.2%
Cc1cn(CC(=O)N[C@H](CO)Cc2c[nH]c3ccccc23)c(=O)[nH]c1=O | nt | -27% | nt | nt | 0.4%
CCOC(=O)C(C)CC(C)C(=O)N1CCOCCOCCN(C(=O)C(C)CC(C)C(=O)OCC)CCOCC1 (stereo not given) | 3% | 4% | -7% | -13% | 0.5%
COc1cccc(OC)c1CNC(=O)C1CCC(=O)N(CC2CCCCC2)C1 (stereo not given) | 2% | 9% | 36% | 4% | i
Cn1ncc(Cl)c1C(=O)Nc1ccc(Cl)cn1 | -3% | 2% | -2% | -12% | 6.7%
CC(C)(C)[C@H]1C=C(C(=O)NCc2nc3ccccc3[nH]2)O[C@@H](OCc2ccc(CO)cc2)C1 | 1% | 1% | 41% | 12% | 4.7% | inhibitors of VEEV 10K pilot screen=3.7
O=S(=O)(c1ccc(Cl)s1)N1CCC2(CC1)OCCO2 | -8% | 2% | -13% | -2% | 0.3%
COCC1CCCCN1C(=O)c1ccc(OC)c(OC2CCN(C(C)C)CC2)c1 (stereo not given) | 10% | 7% | -14% | 7% | 0.6%
CC(=O)c1cccc(NC(=O)CN2C(=O)NC3(CCCCCCC3)C2=O)c1 | 0% | -1% | -2% | 1% | 3.0%
Cc1nc(SCC(=O)c2cc3ccccc3oc2=O)c(C#N)c(-c2cccs2)c1C(=O)Nc1ccccc1 | 0% | -5% | 3% | 4% | 12%
O=C1NC(=O)C(CCc2ccccc2)(c2ccccc2)N1 (stereo not given) | nt | -5% | nt | nt | i
COc1ccccc1CNC(=O)c1cccs1 | 6% | -1% | 23% | 2% | i
CC(=O)c1ccc(NC(=O)COC(=O)C2C3CC4OC(=O)C2C4C3)cc1 (stereo not given) | 1% | -5% | -1% | 1% | 2.2%
CCN(CC)S(=O)(=O)c1ccc(/C=C/C(=O)OCC(=O)NCc2ccc3c(c2)OCO3)cc1 | 7% | -1% | 20% | 3% | 1.0%
Cc1ccnc(NC(=O)CCNC(=O)c2ccccc2Cl)c1 | -9% | 6% | -3% | -6% | 3.4%

Filtered by structure, the compounds so far with a Cl atom.
SMILES | PhoP GFP inhibition | H1N1 NS1A inhibition | M. tuberculosis | H37Rv inhibition | inhibitors of VEEV | others
CNC(=O)c1c(NC(=O)CS(=O)(=O)c2ccc(Cl)cc2)sc(C)c1C | 10% | -18% | -7% | 2% | 3.6%
COc1cc(/C=C2/SC(=S)N(Cc3ccccc3)C2=O)cc(Cl)c1O | 3% | 20% | 16% | 0% | i
CCOc1ccc(CCNC(=O)CN2C(=O)c3cccnc3Oc3ccc(Cl)cc32)cc1 | -9% | 5% | 18% | 6% | 9.4%
Cc1ccc(N2C(=O)CC(NNC(=O)Cc3ccc(F)cc3)C2=O)cc1Cl (stereo not given) | -5% | -2% | 5% | 12% | 0.2%
Cc1ccc(-n2c(-c3nn(C)cc3Cl)n[nH]c2=S)cc1 | 3% | -1% | -1% | -6% | 1.0%
Cc1ccc(C(=O)N/C(=C\c2ccc(Cl)cc2)C(=O)NCCN2CCOCC2)cc1 | -6% | -4% | -13% | -8% | i
Nc1c2c(nc3cccc(Cl)c13)N(c1ccccc1)CC2 | -8% | 19% | -21% | -13% | i
O=C(CN1C(=O)NC2(CCc3ccccc32)C1=O)c1ccc(Cl)cc1 (stereo not given) | 4% | -13% | -3% | 2% | 3.5%
Cn1ncc(Cl)c1C(=O)Nc1ccc(Cl)cn1 | -3% | 2% | -2% | -12% | 6.7%
O=S(=O)(c1ccc(Cl)s1)N1CCC2(CC1)OCCO2 | -8% | 2% | -13% | -2% | 0.3%
Cc1ccnc(NC(=O)CCNC(=O)c2ccccc2Cl)c1 | -9% | 6% | -3% | -6% | 3.4%

From PubChem
